Screening results (PubChem BioAssay)
KOR beta-arrestin-1 = kappa opioid receptor activators – cell-based, luminescence, uHTS, primary screen (AID 1777); KOR beta-arrestin recruitment, luminescence; higher % means a stronger effect; activation, % at 10 µM, or EC50 in µM where a hit was titrated; 280,000 tested, 0.02% active; in the data active means activation above about 50%, passing the limit was not always enough; further: a part of the inactive calls stands beside numbers as strong as those of hits
West Nile antiviral = West Nile virus antiviral activity, cell-based, CPE readout (AID 1621) | West Nile virus-infected cells, CPE inhibition; higher % means a stronger effect | one-dose CPE inhibition, % at 10 µM; IC50 in µM for titrated hits | 290,000 tested, 0.02% active; in the data active means a potency from the dose series; inconclusive means CPE inhibition mostly from about 3.7% at the one dose, without a potency; inactive means the rest, 99 in 100 with CPE inhibition below about 2.2%; further: strong numbers were not always called active
Dengue-2 NS5 capping = Dengue-2 NS5 methyltransferase inhibitors, primary screen, biochemical, confirmation dose response (AID 588689); Dengue-2 NS5 methyltransferase capping enzyme assay, biochemical; higher % means a stronger effect; one-dose inhibition, % at 25 µM; IC50 in µM for titrated hits; 340,000 tested, 0.3% active; in the data active means a potency from the dose series; inconclusive means inhibition above about 29% without an active follow-up result
HIV fusion peptide = cell-free HIV fusion peptide-binding blockers – biochemical, uHTS, fluorescence dequenching, primary screen (AID 1986); inhibition, % at 20 µM; hits with a dose series show IC50 in µM; 290,000 tested, 0.3% active; cell-free peptide binding, fluorescence dequenching, 30 min; higher % means a stronger effect; in the data active means inhibition mostly above about 52%, no sharp cut-off; inactive means mostly below about 76%; further: some results filed as inactive read as strong as hits
GPR55 beta-arrestin = selective activators of receptor GPR55 – imaging, U2OS cells, beta-arrestin-GFP redistribution, primary screen (AID 1961). U2OS GPR55 beta-arrestin-GFP redistribution imaging; higher % means a stronger effect. one-dose activation, % at 10 µM; EC50 in µM for titrated hits. 290,000 tested, 0.048% active;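 active means activation above 40% with more than 50 cells counted in the well; inconclusive means wells holding fewer than 50 cells, flagged as toxic or sparse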;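 further: U2OS osteosarcoma cells stably expressing GPR55 and beta-arrestin-GFP; plate controls were DMSO negative control for no effect and LPI positive control for full effect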
GPR55 antagonists = GPR55 antagonists blocking LPI-driven arrestin recruitment, primary screen, imaging, U2OS, beta-arrestin-GFP, LPI agonist (AID 2013); U2OS GPR55 beta-arrestin-GFP translocation imaging, LPI antagonism; higher % means a stronger effect; inhibition, % at 10 µM, or IC50 in µM where a hit was titrated; 290,000 tested, 0.13% active;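 active means spots per cell inhibited over 60%, with over 100 cells counted and total cytoplasm intensity under 500,000; inconclusive means wells with under 100 cells, flagged as likely toxic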;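 further: U2OS cells stably carrying GPR55 and arrestin-GFP stimulated by 5 µM LPI near EC80; imaged beta-arrestin-GFP aggregate spots per cell after agonist stimulation; plate controls were LPI-stimulated DMSO wells for no effect and DMSO wells without LPI for full effect; some results filed as inactive read as strong as hits; confirmed hits need IC50 under 10 µM and bright autofluorescent wells are also inconclusive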
KOR beta-arrestin-2 = KOR antagonists, beta-arrestin recruitment, cell-based, luminescence, uHTS (AID 1778); KOR beta-arrestin recruitment, luminescence, antagonist mode; higher % means a stronger effect; one-dose inhibition, % at 10 µM; IC50 in µM for titrated hits; 290,000 tested, 0.091% active; in the data active means inhibition above about 50%; further: strong numbers were not always called active
NOD1 NF-kB reporter = NOD1 signaling inhibitors, primary screen, cell-based, luminescence, uHTS (AID 1578); 290,000 tested, 1% active; NOD1-driven NF-kB luciferase reporter cells, luminescence; higher % means a stronger effect; inhibition, % at 4 µM, or EC50 in µM where a hit was titrated; in the data active means inhibition mostly above about 36%, no sharp cut-off; inactive means mostly below about 34%;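 further: HEK-293T reporter cells stimulated with the NOD1 agonist gamma-tri-DAP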
GPR35 antagonists = inhibition of zaprinast-stimulated GPR35 beta-arrestin translocation – imaging, U2OS, beta-arrestin-GFP, zaprinast agonist, primary screen (AID 2058); U2OS GPR35 beta-arrestin-GFP translocation imaging, zaprinast antagonism; higher % means a stronger effect; 290,000 tested, 0.052% active; inhibition, % at 10 µM, or IC50 in µM where a hit was titrated;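 active means inhibition of at least 50% with at least 30 cells and total cytoplasm GFP at most 10,000,000; inconclusive means under 30 cells or total GFP of 10,000,000 plus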
Dengue-2 NS5 capping pilot replicate = further read-out of Dengue-2 NS5 capping, marked with its call; inhibition, %; measured here: pilot screen replicate inhibition
An asterisk follows results filed as active; ? = inconclusive; nt = no result given; [ ] = remark or other dose.

SMILES | KOR beta-arrestin-1 | West Nile antiviral | Dengue-2 NS5 capping | HIV fusion peptide | GPR55 beta-arrestin | GPR55 antagonists | KOR beta-arrestin-2 | NOD1 NF-kB reporter | GPR35 antagonists | others
Cc1ccc(NC(=O)CN(C)CC(=O)NC2CCCc3ccccc32)cc1 (centres undefined) | -4.1% | -0.6% | -2% | 1.2% | 0.0% | 0% | 13% | -4% | -5%
O=C(NN1C(=O)C2C3c4ccccc4C(c4ccccc43)C2C1=O)C1CC1 (centres undefined) | -5.5% | -1.2% | nt | 0.7% | 0.2% | 11% | 7%[20 µM] | -8% | -24%
CC(=O)Nc1sc2c(c1C(c1ccccc1)N1CCOCC1)CCCC2 (centres undefined) | -4.7% | nt | -10% | -3.8% | -0.2% | -1% | -24% | 6% | -8%
CN(C)S(=O)(=O)Nc1cc(Cl)cc(Cl)c1 | -1.9% | 0.2% | -11% | -0.6% | -0.1% | -3% | -17%[20 µM] | -11% | -12%
COc1cccc(OC(=O)N2CCOCC2)c1 | -2.4% | 0.5% | -6% | 0.0% | -0.3% | -10% | 5% | -29% | -7%
O=C(COC(=O)C1COc2ccccc2O1)NC(=O)NC1CCCC1 (centres undefined) | -1.7% | 0.6% | -1% | 0.6% | 0.2% | -15% | -23% | -4% | 0%
COc1ccc(S(=O)(=O)N2CCCCCC2)cc1N(C)S(=O)(=O)c1ccc(Cl)cc1 | 4.7% | 0.6% | -3% | -2.6% | -0.1% | 19% | -2% | 20% | 4%
CC(O)CNCc1ccc(Cl)cc1Cl (centres undefined) | -0.4% | 0.6% | -6% | 0.0% | 0.2% | -5% | -55%[20 µM] | 16% | -6%
N#CCc1c(C#N)c(N)nc(N2CCCC(CO)C2)c1C#N (centres undefined) | -2.2% | 0.1% | -2% | -0.5% | 0.4% | 8% | 3% | -18% | -6%
N#CCCN(Cc1cccnc1)C(=S)NC(=O)c1ccco1 | 4.5% | 0.6% | -6% | -2.7% | -0.1% | 20% | 22% | 4% | 9%
C=CCN(c1ccc(C(=O)Nc2ccc3c(c2)OCO3)cc1)S(C)(=O)=O | -0.7% | -0.5% | 2% | -1.1% | -0.2% | 10% | -19% | -33% | -1%
Cc1ccc2oc(=O)cc(CN3CCCCC3)c2c1 | -0.2% | -0.5% | -7% | -0.9% | -0.1% | -1% | -15% | -12% | -6%
Cc1ccc2nc(SCC(=O)N3CCOCC3)[nH]c2c1 | 4.6% | -0.1% | 5% | -1.8% | -0.1% | -7% | -8% | -29% | 15%
N=C1C(c2nc3ccccc3s2)=C(O)CN1NC(=O)c1ccc([N+](=O)[O-])cc1 | 9.8% | -0.2% | -10% | 1.9% | 0.0% | 9% | -9% | 102%* | 11%
C=CCc1ccccc1OCCOc1ccc([N+](=O)[O-])cc1/C=N/NC(N)=O | 9.4% | -0.1% | -5% | 3.4% | 1.0% | 4% | -50% | 4% | -5%
CN=C(C)/C(C(=O)OC)=C(/O)c1c(F)cccc1F | nt | -0.3% | 2% | -1.5% | 0.2% | 12% | -4% | 0% | 3%
Cc1cccc(CNC(=O)C2CCC(=O)N(C3CCCCCC3)C2)c1 (centres undefined) | 3.3% | -1.0% | -3% | 0.7% | 0.2% | -4% | -15% | 0% | -16%
CCOC(=O)c1[nH]c2ccccc2c1NC(=S)Nc1cc(C)ccc1C | 1.7% | nt | -3% | 0.5% | -0.2% | -2% | -31% | -20% | -12%
CCN1CCN(c2ccc([N+](=O)[O-])cc2C(=O)c2ccc(Cl)cc2)CC1 | -4.0% | 0.0% | 0% | -3.5% | 0.3% | 0% | 7% | 17% | -11%
O=C(O)CC/C(=N/Nc1ccc([N+](=O)[O-])cc1)C(=O)O | nt | 0.1% | -7% | -0.5% | 0.0% | -3% | 30% | 0% | 4%
COc1cc(Cl)c(C)cc1NC(=O)COC(=O)c1cc(SC)ccc1Cl | -1.1% | 0.0% | 7% | 3.2% | -0.2% | 9% | -31% | -19% | -2%
CCCc1nnc(NC(=O)C2CCN(C(=O)C3CC(=O)N(c4ccc(C)cc4)C3)CC2)s1 (centres undefined) | 6.7% | -0.3% | -4% | 2.5% | -0.1% | 3% | -79% | 16% | 3%
COc1cccc(C2NC(=S)NC(C)=C2C(=O)c2ccccc2)c1OC (centres undefined) | 1.1% | -0.3% | -7% | -2.8% | 0.0% | -1% | -20% | 28% | -9%
O=C(NCc1cccnc1)c1cn(-c2ccccc2)nc1-c1cccs1 | 7.6% | 1.4% | 0% | 1.4% | -0.3% | 11% | -16% | -26% | 7%
Cc1cccc(C(=O)NC(=S)NNC(=O)COc2c(C)cccc2C)c1 | -0.6% | 0.3% | -3% | 1.5% | -0.1% | 4% | -7% | -24% | 7%
COc1ccccc1/C=C1\C(=O)Nc2ccccc21 | -2.9% | -0.7% | -8% | 0.9% | -0.2% | 6% | -6% | -4% | 10%
COc1ccccc1CCC(=O)N1CCC(n2nccc2NC(=O)C2CCOC2)CC1 (centres undefined) | -2.2% | -0.2% | 0% | -0.2% | 0.0% | -3% | 10% | -5% | 4%
O=C(NN=C1c2ccccc2-c2ccccc21)c1cccc(Br)c1 | -3.4% | ? | -5% | 0.7% | 0.2% | -4% | 37% | nt | 7%
Fc1ccccc1NC(=S)N1CCN(c2ccccn2)CC1 | -0.8% | -0.6% | -4% | -2.6% | 0.3% | 4% | nt | -13% | -3%
O=C(CSc1nnc(NC(=O)c2cccc(F)c2)s1)NC1CC1 | -3.2% | 0.1% | -1% | -1.1% | -0.2% | 3% | -23% | -41% | 12%
CC(=O)Nc1sc(/C(C#N)=C/c2ccc(Cl)c(Cl)c2)nc1-c1ccc(C)cc1 | 5.2% | -0.1% | -6% | 2µM* | 4.0% | ? | -35% | 46% | 0.53µM*
Cc1ccc(CCSc2ccc(C(C)C)cc2)cn1 | -0.1% | -1.0% | 0% | -0.1% | 0.2% | -12% | -13% | -16% | 0%
CC1CC(C)CN(S(=O)(=O)N2CCCC(C(=O)NC3CCCCC3)C2)C1 (centres undefined) | -1.3% | -0.1% | -8% | -2.4% | -0.1% | 0% | -11% | 6% | 9%
CCCn1c(SCC(=O)N2CCCC(C)C2)nnc1-c1cccnc1 (centres undefined) | nt | -0.3% | -6% | -0.2% | -0.1% | 6% | -22%[20 µM] | -31% | 3%
Cc1ccc(C(C[N+](=O)[O-])c2c(N)n(C)c(=O)n(C)c2=O)cc1 (centres undefined) | 3.5% | -0.3% | -5% | -0.4% | -0.2% | 6% | -1% | -6% | 7%
Fc1cccc(C2NN=C(c3ccccc3)S2)c1 (centres undefined) | 11% | 0.2% | -4% | 1.8% | -0.1% | 3% | 23% | -83% | -7%

Molecules from the list above that contain an NH in an aromatic ring (two):
SMILES | KOR beta-arrestin-1 | West Nile antiviral | Dengue-2 NS5 capping | HIV fusion peptide | GPR55 beta-arrestin | GPR55 antagonists | KOR beta-arrestin-2 | NOD1 NF-kB reporter | GPR35 antagonists | others
Cc1ccc2nc(SCC(=O)N3CCOCC3)[nH]c2c1 | 4.6% | -0.1% | 5% | -1.8% | -0.1% | -7% | -8% | -29% | 15%
CCOC(=O)c1[nH]c2ccccc2c1NC(=S)Nc1cc(C)ccc1C | 1.7% | nt | -3% | 0.5% | -0.2% | -2% | -31% | -20% | -12%

(further entries)
SMILES | KOR beta-arrestin-1 | West Nile antiviral | Dengue-2 NS5 capping | HIV fusion peptide | GPR55 beta-arrestin | GPR55 antagonists | KOR beta-arrestin-2 | NOD1 NF-kB reporter | GPR35 antagonists | others
CCOC(=O)N1CCC(N2C(=O)c3ccccc3C2Nc2ccc(S(=O)(=O)N3CCCCC3)cc2)CC1 (centres undefined) | 29% | -0.7% | nt | -0.2% | -0.4% | 8% | -29% | -10% | -8%
Cc1cc(C(=O)COc2ccccc2C(N)=O)c(C)n1C1CC1 | -3.4% | 1.6% | -8% | -0.1% | -0.3% | -4% | -23% | -20% | -4%
O=C(CCC(=O)c1cccs1)Nc1ccc(F)c(F)c1F | -0.3% | -0.7% | 6% | -0.7% | -0.1% | -15% | -24% | 5% | 22%
CCN(CC)CC(=O)Nc1cccc(S(=O)(=O)N2CCCC2)c1 | 1.6% | -0.1% | 0% | -0.6% | -0.1% | -2% | 17% | -15% | -17%
N#CCCN1CCN(C(CNS(=O)(=O)c2ccc(Cl)cc2)c2ccccc2)CC1 (centres undefined) | 6.9% | -0.3% | -2% | -0.1% | -0.2% | -13% | -9% | -1% | 12%
CCN(CC)c1ccc(NC(=O)c2ccc(NC(=O)C3CCCO3)cc2)c(C)c1 (centres undefined) | 1.5% | -0.7% | 1% | -0.7% | -0.1% | 3% | 12% | -11% | -3%
COc1ccc(C(=O)NCCCCNC(=O)c2ccc(OC)c(OC)c2)cc1OC | -3.3% | 0.0% | -7% | -1.5% | 0.6% | 9% | -9%[20 µM] | -9% | -13% | Dengue-2 NS5 capping pilot replicate=-0.3
O=C(NCc1ccc2c(c1)OCO2)c1ccc2c(c1)C(=O)N(CC1CCCO1)C2=O (centres undefined) | 4.4% | 0.4% | 1% | 0.1% | 0.0% | -13% | -56% | 20% | -4%
Cc1ccc(S(=O)(=O)N2CCOCC2)cc1NC(=O)COC(=O)CNC(=O)c1ccc(Cl)cc1Cl | 2.9% | 0.5% | 1% | 0.5% | -0.1% | 2% | -1% | -32% | 10%
CC1(C)CC(=O)c2sc(NC(=O)Cc3cccs3)nc2C1 | -5.0% | -0.4% | -2% | -0.5% | -0.2% | -11% | -1% | -8% | -3%
Cc1ccc(S(=O)(=O)NCC2CCCO2)cc1[N+](=O)[O-] (centres undefined) | 6.1% | 0.3% | -6% | 1.1% | 0.1% | 5% | 21% | 6% | -8%
O=C(CSc1n[nH]c(-c2cccs2)n1)N1CCN(S(=O)(=O)c2ccccc2)CC1 | -1.6% | 1.0% | -10% | 1.5% | -0.1% | -1% | 28% | -15% | -4%
COc1ccc(S(=O)(=O)N2CCCOC2CNC(=O)C(=O)NCCCN2CCOCC2)cc1 (centres undefined) | 2.9% | 0.3% | -5% | 0.0% | 0.0% | 4% | -19% | -11% | -7%
O=C(C1CCN(S(=O)(=O)c2cnc[nH]2)CC1)N1CCN(Cc2ccc3c(c2)OCO3)CC1 | -1.0% | -0.2% | -6% | -1.5% | -0.1% | 2% | -34% | -16% | 13%
O=C(Cc1ccc(-c2ccccc2)cc1)NCCN1CCOCC1 | -7.1% | 0.9% | -6% | -1.0% | 0.3% | 18% | -1% | 10% | 6%
O=C(c1ccc(Cl)cc1)c1cnc(Nc2ccccc2)s1 | 5.4% | 1.6% | -1% | 4.8% | 0.2% | 8% | -19% | -10% | 24% | Dengue-2 NS5 capping pilot replicate=3.0
CCCCn1c(O)c(N=NC(=O)c2ccccc2NS(=O)(=O)c2cccs2)c2ccccc21 | 6.2% | -0.4% | 12% | 2.5% | -0.1% | -5% | 6% | 32% | 3%

This is a subset (hit frequency here may not be typical).
